# A-T KAP1 phos: potential ataxia-telangiectasia treatment. Potency, µM (series often up to 57.5 µM), for inactives: at the highest dose activation, most hits filed as activators. AID 485349. 320,000 tested, 0.19% active. […] A-T fibroblasts, KAP-1 phosphorylation AlphaLISA; neocarzinostatin DNA damage 30 min before lysis; also: potency is read from the fitted curve at half-maximal effect; % of control where 0% means no effect; nearly all actives have a fitted effect of over 45% in size
#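 ATM-like activity read as KAP-1 phosphorylation via AlphaLISA donor/acceptor antibody pairs after lysis and 6 hr at 25C. Cells were ATM-null patient fibroblasts ([…], hTERT), dosed 60 min, then exposed to the DSB inducer NCS for 30 min.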
# FBPA coupling cs: coupling enzyme interference in Giardia aldolase counter-screen; coupling enzyme system counterscreen, AmpLite Red fluorescence; activity change, negative = inhibition, % at 58.2 µM, hits read low; 290,000 tested, 0.67% active; in the data active = activity change below about -30%; also: % is scaled to controls: 0 for no effect and ±100 for the full control effect
#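 Final compound at 57.5 uM, incubated 10 min at RT with coupling enzyme reagent (glyceraldehyde-3-phosphate), then 20 min with substrate and AmpLite Red detection. Fluorescence read at 525/598 nm; tests interference with the coupling assay, not aldolase inhibition.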
# S-ASM inh: blocks human secretory acid sphingomyelinase. P17405. placental ASM, HMU-PC fluorogenic substrate, 60 min. Potency, µM (series often up to 57.5 µM), for the others: top-dose activity change, negative = inhibition, usual class: inhibitors. 340,000 tested, 0.006% active; also: potency is read from the fitted curve at half-maximal effect
#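 Human placenta-derived ASM preincubated with compound 10 min at room temperature, then reacted with 9 uM (final) fluorogenic HMU-PC substrate for 60 min at 37 C. Stop solution raises pH to 10; fluorescence read at Ex 386/Em 447 nm.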
# KCNH2 3.1 block: inhibitors of human KCNH2 3.1 potassium channel isoform; U2OS KCNH2 3.1, thallium flux FluxOr; hits give low values; activity change, % (tested at about 1.8 µM); AID 720553; 340,000 tested, 0.95% active;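 active = maximum activity change below -70%; inconclusive = maximum activity change from -70% to -50%; inactive = maximum activity change above -50%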;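 also: thallium influx rate constant from kinetic fluorescence after stimulation buffer; % is scaled to controls: 0 for no effect and ±100 for the full control effect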
#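 FluxOr-based Tl+ influx in U2OS cells transduced with KCNH2 3.1 virus; rate constants normalized to DMSO controls.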
# MLL CXXC-DNA inh: MLL CXXC-DNA interaction inhibition | Q03164 | MLL-CXXC / FITC-HOXA9 DNA fluorescence polarization | Potency, µM (top dose mostly 115 µM), for inactives: top-dose activity change, negative = inhibition, hits mostly inhibitors | 290,000 tested, 0.037% active; active = well fitted inhibition curve with a large enough effect in the polarisation, with a control signal flat, not every such curve was filed as active; inconclusive = small, poorly fitted or top-dose-only effect, or effect the other way, or a change in a side signal; inactive = no such curve, though single readings can be large or run the other way; the % refers to the polarisation; also: potency is read from the fitted curve at half-maximal effect
#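 Fluorescence polarization: 7 uM MLL-CXXC (stock) preincubated 5 min with compounds, then 50 nM fluorescein-HOX-A9 DNA (stock) added; 30 min ambient. Buffer 50 mM Tris-HCl pH 7.5, 50 mM NaCl, 1 mM DTT, 0.05% BSA.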
# KCNH2 WT inh: blocks the wildtype human KCNH2 potassium channel | Q12809 | activity change, % at 1.84 µM | 340,000 tested, 0.37% active | U2OS, BacMam KCNH2, thallium flux FluxOr; hits give low values | AID 720551;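 active = maximum activity change below -70%; inconclusive = maximum activity change between -70% and -50%; inactive = maximum activity change above -50%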; also: % is scaled to controls: 0 for no effect and ±100 for the full control effect
# Target sequence (Q12809 whole entry, looked up): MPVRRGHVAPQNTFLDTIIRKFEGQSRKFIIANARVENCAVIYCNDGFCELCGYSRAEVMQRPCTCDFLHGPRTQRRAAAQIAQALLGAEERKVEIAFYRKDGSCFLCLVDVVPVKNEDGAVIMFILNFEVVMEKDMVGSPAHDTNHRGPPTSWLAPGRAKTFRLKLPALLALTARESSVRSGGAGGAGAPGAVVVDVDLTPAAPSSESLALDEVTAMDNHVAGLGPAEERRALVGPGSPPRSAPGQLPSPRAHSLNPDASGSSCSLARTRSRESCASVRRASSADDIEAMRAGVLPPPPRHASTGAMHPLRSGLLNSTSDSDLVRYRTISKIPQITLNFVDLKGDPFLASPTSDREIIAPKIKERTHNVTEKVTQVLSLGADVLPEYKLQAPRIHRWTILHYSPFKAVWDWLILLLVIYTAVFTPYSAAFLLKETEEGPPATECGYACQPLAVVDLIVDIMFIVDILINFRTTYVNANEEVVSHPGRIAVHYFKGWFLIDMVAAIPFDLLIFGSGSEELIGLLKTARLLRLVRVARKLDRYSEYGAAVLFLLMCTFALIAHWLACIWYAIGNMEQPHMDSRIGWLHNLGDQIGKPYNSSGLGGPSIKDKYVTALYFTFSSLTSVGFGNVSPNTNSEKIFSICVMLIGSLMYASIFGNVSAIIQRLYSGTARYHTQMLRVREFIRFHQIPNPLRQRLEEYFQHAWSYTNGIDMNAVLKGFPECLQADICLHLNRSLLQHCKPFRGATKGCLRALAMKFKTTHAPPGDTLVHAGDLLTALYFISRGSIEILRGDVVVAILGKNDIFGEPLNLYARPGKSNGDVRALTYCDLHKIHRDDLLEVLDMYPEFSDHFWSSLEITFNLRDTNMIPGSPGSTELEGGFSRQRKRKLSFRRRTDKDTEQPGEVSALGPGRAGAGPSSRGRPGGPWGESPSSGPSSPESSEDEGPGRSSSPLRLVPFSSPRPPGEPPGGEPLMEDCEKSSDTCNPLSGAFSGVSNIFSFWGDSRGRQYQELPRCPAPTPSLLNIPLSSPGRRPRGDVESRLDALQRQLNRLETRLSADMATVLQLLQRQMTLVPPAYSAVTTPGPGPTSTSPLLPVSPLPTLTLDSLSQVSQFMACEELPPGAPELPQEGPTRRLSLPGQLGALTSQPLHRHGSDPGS
#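 U2OS cells were transduced with wild-type KCNH2 virus (2.03 x 10^8 / mL) for 4 h at room temperature, then cultured overnight at 37 C. Thallium flux was read with FluxOr dye. Rate constants were normalized to DMSO controls.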
# TRPV1 agonist: human TRPV1 agonism; TRPV1-expressing cells, Fluo-8 calcium influx, agonist mode; activation, % at 8.33 µM; 320,000 tested, 0.19% active; Q8NER1; in the data active = activation above about 80%; inconclusive = between about 30% and that limit; also: 0% is about no effect
#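 Cells expressing TRPV1 were dye-loaded with Fluo-8 and read kinetically: 10 s baseline, 3 min after compound (agonist portion), then 2 min after EC20 capsaicin (allosteric enhancer portion). Calcium-bound dye fluorescence at 480/520 nm.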
# MBNL1 CUG block: inhibitors of human MBNL1 binding to CUG repeat RNA; 280,000 tested, 0.036% active; Potency, µM (top dose mostly 57.5 µM), for inactives: at the highest dose activity change, negative = inhibition, usual class: inhibitors; AID 2675; TR-FRET MBNL1-His/biotin-(CUG)12 binding, 665/545 ratio; active = well fitted inhibition curve with a large enough effect in the signal ratio, with a control signal flat, not every such curve was filed as active; inconclusive = small, poorly fitted or top-dose-only effect, or effect the other way, or a change in a side signal; inactive = no such curve, though single readings can be large or run the other way; the % refers to the signal ratio; also: potency is read from the fitted curve at half-maximal effect; % is scaled to controls: 0 for no effect and ±100 for the full control effect
#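 Ratiometric TR-FRET (665 over 545 nm, excitation 340 nm) tracks disruption of MBNL1-His/biotin-(CUG)12 complex after 60 min at room temperature, with compounds at 92 nM to 58 uM final.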
# GALK inh: blocks human galactokinase activity. Purified GALK, Kinase-Glo residual ATP luminescence. 270,000 tested, 0.007% active. P51570. Potency, µM (series often up to 57.5 µM), without a hit: top-dose activity change, negative = inhibition, actives largely listed as inhibitors; also: potency is read from the fitted curve at half-maximal effect; % is scaled to controls: 0 for no effect and ±100 for the full control effect
#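 Galactose (100 uM) and ATP (35 uM) were turned over by 5 nM GALK for 1 h at RT. Kinase-Glo Plus then converted the remaining ATP into a luminescent signal.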
# a7 integrin act: activators of alpha7 integrin expression for muscular dystrophy. alpha7betagal myoblasts, beta-gal FDG fluorescence, 48 h. Potency, µM (doses to about 38.3 µM), for inactives: at the highest dose activation, hits mostly activators. 350,000 tested, 0.064% active;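 also: potency is read from the fitted curve at half-maximal effect; 100% = response of the positive control SU9516; nearly all actives have a fitted effect of over 60% in size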
#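 Alpha7betagal+/- myoblasts (passage 13) were plated 16-24 hr, then exposed to compounds (1:260 dilution of DMSO stock) for 48 hours at 37C. After MPER lysis, β-galactosidase reporter activity was read as FDG fluorescence (ex 480/em 540) after 30 minutes.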
# Starred values were filed as active, the others as inactive; ? = inconclusive; nt = no result given; [ ] = remark or other dose. Unless noted, calls follow the shape of the dose curve; as a rule, active = well fitted curve in the direction sought with a large enough effect; inconclusive = small, poorly fitted or top-dose-only effect, or another doubt; inactive = no such curve, though single readings can be large; an effect the other way counts as inactive or inconclusive.
cpd	Molecule	A-T KAP1 phos	FBPA coupling cs	S-ASM inh	KCNH2 3.1 block	MLL CXXC-DNA inh	KCNH2 WT inh	TRPV1 agonist	MBNL1 CUG block	GALK inh	a7 integrin act
1	COc1ccccc1NC(=O)c1ccc(Cl)c(S(=O)(=O)N2CCOCC2)c1	7%	-1	1%	0	14%	-8	7	9%	2%	10%
2	N#Cc1c(Nc2ccc(F)cc2)sc(C(=O)c2ccccc2)c1N	1%	7	-29%	-10	3%	-4	13	43%[activator]	-2%	5%
3	CCOc1ccc(Oc2ccc(C(F)(F)F)cc2NC(=O)C2=COCCO2)cc1	10%	nt	-10%	-17	nt	-14	8	nt	nt	-28%
4	Cc1ccc(-c2csc3ncnc(N4CCN(c5ccccc5O)CC4)c23)cc1	-1%	nt	-8%	-6	15%	-2	4	-11%	8%	?
5	CC(=O)c1ccc(N2CCC(c3cc(-c4ccc(Cl)cc4Cl)n[nH]3)CC2)c([N+](=O)[O-])c1	10%	-6	?	?	-9%	-5	nt	7%	0%	-66%[inhibitor]
6	O=C(OCn1nnc2ccccc2c1=O)c1cccc(S(=O)(=O)N2CCOCC2)c1	-2%	nt	-2%	-2	nt	1	0	nt	nt	-13%
7	Cc1nonc1CN(C)C(=O)CC1C(=O)NCCN1Cc1ccccc1C(F)(F)F (stereo not given)	-3%	-4	3%	-2	4%	-9	1	-14%	-2%	-17%
8	Cn1c(=O)c2c(ncn2CC(=O)NCc2cccnc2)n(C)c1=O	-10%	-2	0%	-8	-5%	7	2	-2%	0%	-11%
9	O=C(NC1CC1)C1CCCN(C(=O)NC2CCCCC2)C1 (stereo not given)	3%	1	4%	-2	-4%	16	2	-5%	0%	-35%
10	COc1ccc(CCN2CC(C(=O)Nc3nnc(Cc4ccccc4)s3)CC2=O)cc1OC (stereo not given)	3%	nt	-3%	12	nt	-1	-1	nt	nt	-8%
11	O=C(COC(=O)CC1CCCC1)Nc1ccccc1[N+](=O)[O-]	-4%	nt	-3%	-44	nt	19	9	nt	nt	10%
12	O=C(Nc1cccc(F)c1)C1CCCN(c2cnccn2)C1 (stereo not given)	7%	-3	19%	-14	4%	-4	4	-4%	4%	?
13	Cc1oc(-c2ccc3c(c2)OCCO3)cc1C(=O)O	-6%	3	4%	3	-11%	0	-2	0%	12%	-15%
14	Cc1ccc2c(=O)cc(C(=O)NCc3ccccc3)oc2c1C	13%	2	-4%	-1	0%	-5	9	-11%	9%	19%
15	C/C(=N\Nc1ccc(Cl)cc1)c1ccccn1	1%	-3	-3%	20	6%	9	-3	1%	1%	27%
16	CN(C)S(=O)(=O)c1ccc(Cl)c(C(=O)NC2=NCCS2)c1	4%	1	4%	-12	?	3	-5	-4%	nt	25%
17	Cn1cnnc1SCC(C)(C)NS(=O)(=O)c1ccc(Cl)cc1	-3%	2	1%	1	-1%	9	1	0%	4%	20%
18	Cc1ccc(NC(=O)CN2C(=O)NC3(CCCCCC3)C2=O)cc1Cl	0%	nt	-2%	1	nt	-6	?	nt	nt	1%
19	CCOC(=O)CNC(=O)CSc1nnc(NC(=O)c2ccccc2Cl)s1	-1%	3	0%	10	-14%	-1	-5	-8%	1%	0%
20	COc1ccccc1CNS(=O)(=O)c1cc(CN2C(=O)c3cccnc3C2=O)ccc1OC	2%	0	243%	2	0%	25	1	?	2%	11%
21	O=C(CCCCn1c(=O)[nH]c2ccccc2c1=O)NCCc1c[nH]c2ccccc12	5%	1	0%	9	6%	1	-7	-9%	nt	1%
22	CC(C)C(NC(=O)C1CCCCC1)C(=O)Nc1ccccn1 (stereo not given)	0%	0	5%	-1	-13%	-4	2	-7%	1%	-21%
23	CC(=O)C1=C(C)NC(SCc2ccc(C#N)cc2)=C(C#N)C1c1ccco1 (stereo not given)	4%	-2	-2%	9	4%	-5	1	2%	-3%	-27%
24	Cn1cccc1CC(=O)N/N=C\c1ccccc1	6%	-2	11%	1	-3%	-1	1	4%	-1%	13%
25	Cn1nc(C(=O)NC2CCCCCC2)ccc1=O	3%	5	-1%	-3	4%	10	2	7%	0%	-24%
26	Cn1c(SCc2ccccc2F)nnc1-c1ccccn1	4%	0	2%	12	-18%	1	12	-7%	0%	3%
27	CCOC(=O)c1c(NC(=O)CN2C(=O)NC3(CCCCC3C)C2=O)sc(C)c1CC (stereo not given)	0%	nt	-8%	-3	nt	1	4	nt	nt	-6%
28	NC(N)=N/N=C/c1ccc(OCc2ccccc2)cc1	0%	-3	-4%	0	1%	31	-2	1%	-1%	-61%[inhibitor]
29	CC(=O)/C(=N/Nc1ccccc1)Sc1nnc(C(O)c2ccccc2)n1-c1ccccc1 (stereo not given)	5%	2	-3%	-2	2%	-1	0	12%	0%	0%
30	CCOC(=O)/C(C#N)=C/c1ccc(OCC(=O)Nc2ccc(OC)cc2)c(OC)c1	nt	4	3%	7	-1%	8	2	0%	0%	6%
31	Cc1ccc(C([O-])=C(C(=S)NCc2ccccc2)[n+]2cccc(CO)c2)cc1[N+](=O)[O-]	nt	nt	0%	-9	nt	0	nt	nt	nt	12%
32	Cc1cc(NC(=O)CN2C(=O)NC3(CCCCC3C)C2=O)no1 (stereo not given)	nt	5	4%	-9	-6%	-6	-4	-22%	1%	?
33	COC(=O)c1nc2nc(C)cc(=O)n2[nH]1	2%	-1	-1%	23	10%	8	-1	-3%	-1%	3%
34	CC(NS(=O)(=O)c1ccc(Br)cc1)C(=O)NCc1ccc2c(c1)OCO2 (stereo not given)	-3%	0	2%	-23	-1%	-5	0	-4%	-1%	-23%
35	Cc1ccccc1C(=O)O/N=C(\N)c1ccncc1	6%	2	2%	-7	7%	2	-2	-17%	4%	-5%
36	Cc1cc(CSc2ccccc2)ccc1NC(=O)c1cccc([N+](=O)[O-])c1	8%	3	-2%	-6	4%	0	1	-2%	2%	-11%
37	CCC(Sc1n[nH]c(=O)[nH]c1=O)C(=O)OCc1ccccc1 (stereo not given)	-1%	7	-2%	6	5%	-8	-1	5%	1%	23%
38	COc1ccccc1N1C(=O)c2ccccc2NC1c1ccc(O)cc1 (stereo not given)	16%	2	50%[activator]	6	-1%	13	9	-4%	3%	?
39	CCS(=O)(=O)n1nc(-c2ccc(OC)cc2)nc1N	2%[11.5 µM]	0	4%	-12	-7%	7	-2	14%	-2%	19%
40	COc1cc(C(=O)NCc2ccc(F)cc2)cc(Cl)c1OC	-4%	1	-3%	-7	4%	-1	?	-19%	2%	?
41	CCOC(=O)/C=C1\SCC(=O)N1CC(=O)Nc1cccc(F)c1	3%	0	-5%	2	?	-2	-4	-1%	9%	?
42	CCC(C)c1ccccc1NC(=O)C(C)Sc1n[nH]c(N)n1 (stereo not given)	6%	nt	5%	-2	nt	-7	1	nt	nt	13%
43	C[C@H](NC(=O)c1ccccc1Cl)C(=O)Nc1ccccc1F	6%	-1	-2%	-5	1%	2	1	-11%	1%	-16%
44	CC1CCN(C(=O)c2ccc(NC(=O)c3ccccc3)cc2)CC1	22%	nt	-1%	11	10%	-19	?	2%	-5%	-21%
45	NC(=O)c1cc2ccccc2oc1=NCc1ccccc1	10%	-2	-3%	-9	11%	3	28	?	-4%	10%
46	C=CCn1c(SCCC#N)nnc1-c1ccncc1	-3%	6	1%	2	-1%	3	0	2%	0%	-1%
47	Cc1ccc(C(=O)/C=C/c2ccc(Br)cc2)o1	11%	-1	-1%	-5	-1%	5	?	38%[activator]	-2%	2%
48	Brc1ccc(-c2ccc(/C=N/Nc3nncc(-c4ccccc4)n3)o2)cc1	2%	4	-18%	-4	12%	-11	0	1%	-1%	7%
49	COc1ccc(C2=NN(C(N)=S)C(c3ccco3)C2)cc1 (stereo not given)	-1%	0	-2%	10	8%	1	-2	35%[activator]	1%	-27%
50	Cc1cccc(NC(=O)c2nc[nH]c2C(=O)N[C@@H](C)C(=O)OC(C)(C)C)c1	18%	-7	-8%	1	27%	nt	26	-2%	-4%	-21%
51	CCCCOP(=O)(OCCCC)C(O)c1ccc(N(C)C)cc1 (stereo not given)	-2%	3	-1%	-35	-10%	-4	7	-6%	5%	6%
52	C#CCSc1nnc(CSc2nc3ccccc3s2)n1-c1ccccc1	10%	1	-6%	1	-5%	-7	-1	1%	0%	-35%
53	COc1ccc(C)cc1NC(=O)c1ccc2c(c1)C(=O)N(Cc1ccncc1)C2=O	3%	nt	3%	-14	nt	0	26	nt	nt	-6%
54	CN(c1ccccc1)S(=O)(=O)c1cccc(NC(=O)COC(=O)C2CCCCC2)c1	3%	-2	-2%	6	-23%	3	-3	-1%	0%	-18%

# Source: PubChem BioAssay
